TPT1 inhibitor: C. albicans TPT1 enzyme inhibition; actives 0.81% (n = 300,000); recombinant caTPT1, FP RNA substrate dephosphorylation; inhibition, % at 5 µM;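 active = inhibition above the mean of all tested compounds plus 3 SD, set per screening campaign, cut at about 24% in these data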;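 also: plate controls were DMSO alone for no effect and ferristatin control at 100 nM for full effect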
GLD-1 TGE inh: GLD-1-TGE RNA interaction inhibition (C. elegans); Q17339; purified GLD-1 + fluorescein TGE RNA, fluorescence polarization; inhibition, % at 5.96 µM; actives 0.44% (n = 320,000);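 active = percent inhibition above a per-plate cutoff, the plate mean of test compounds plus 3 SD, cut at about 30% in these data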;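 also: 0% = DMSO wells with GLD-1 and probe and 100% = wells lacking GLD-1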
BCLXL inh: Bcl-xL (human) inhibition; actives 0.7% (n = 320,000); inhibition, % at 10.9 µM; GST-Bcl-xL / FITC-Bim BH3 peptide fluorescence polarization; Q07817;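 active = inhibition above the mean of all tested compounds plus 3 SD, cutoff set per campaign, cut at about 30% in these data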;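 also: 0% = DMSO wells and 100% = unlabeled Bim-BH3 peptide competitor; inhibitors lower millipolarization by displacing the labeled peptide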
GSTO1 inh: GSTO1 inhibition, counter-screen for RBBP9 inhibitors. P78417. recombinant GSTO1, activity-based probe fluorescence polarization. inhibition, % at 5.96 µM. actives 1.1% (n = 300,000). AID 1974;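 active = inhibition above the campaign mean inhibition plus 3 SD, cut at about 35% in these data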;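 also: 0% = GSTO1-1 with DMSO and 100% = wells lacking GSTO1-1 enzyme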
Target sequence (P78417 whole entry, looked up): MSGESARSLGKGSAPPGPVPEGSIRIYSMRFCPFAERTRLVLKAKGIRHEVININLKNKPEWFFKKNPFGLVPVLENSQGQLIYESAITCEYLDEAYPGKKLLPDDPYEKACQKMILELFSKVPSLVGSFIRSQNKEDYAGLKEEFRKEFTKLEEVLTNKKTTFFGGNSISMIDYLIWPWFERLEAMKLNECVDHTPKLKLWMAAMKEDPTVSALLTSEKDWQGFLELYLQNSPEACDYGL
PME-1 inh: blocks human protein phosphatase methylesterase 1; Q9Y570; recombinant PME-1, FP-Rh probe fluorescence polarization; inhibition, % at 5.9 µM; actives 0.53% (n = 320,000); AID 2130;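 active = inhibition above the campaign mean of all compounds plus 3 SD, cut at about 26% in these data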;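 also: competitive labeling of PME-1 active site by serine hydrolase directed probe; 0% = PME-1 with DMSO and 100% = wells lacking PME-1 enzyme; inhibitors block probe labeling so polarization falls and inhibition rises; many of its hits are not listed in these tables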
PAD4 inh: blocks human protein arginine deiminase 4; recombinant PAD4, RCA probe fluorescence polarization; inhibition, % at 6.36 µM; AID 485272; actives 0.41% (n = 330,000);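 active = percent inhibition above a cutoff equal to the mean of all tested compounds plus 3 SD, cut at about 15% in these data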;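 also: 0% = PAD4 with RCA probe and DMSO and 100% = probe without PAD4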
Fam108B counter: blocks mouse Fam108B hydrolase in RBBP9 counter-screen; recombinant Fam108B, FP-Rh probe fluorescence polarization; inhibition, % at 9.51 µM; actives 0.33% (n = 300,000);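 active = inhibition above the screen mean inhibition plus 3 SD, computed separately per campaign, cut at about 18% in these data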;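 also: inhibitors lower polarization as less probe binds the enzyme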
MCL1-BIM inh: MCL1-BIM-BH3 interaction inhibition (human) | GST-MCL1 / FITC-Bim-BH3 fluorescence polarization | Q07820 | actives 0.68% (n = 320,000) | inhibition, % at 10.9 µM;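 active = inhibition above the mean inhibition of all tested compounds plus 3 SD, set per campaign, cut at about 40% in these data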;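 also: 0% = DMSO wells and 100% = unlabeled Bim-BH3 peptide control; higher means more loss of mP so more displacement of Bim peptide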
Target sequence (Q07820 whole entry, looked up): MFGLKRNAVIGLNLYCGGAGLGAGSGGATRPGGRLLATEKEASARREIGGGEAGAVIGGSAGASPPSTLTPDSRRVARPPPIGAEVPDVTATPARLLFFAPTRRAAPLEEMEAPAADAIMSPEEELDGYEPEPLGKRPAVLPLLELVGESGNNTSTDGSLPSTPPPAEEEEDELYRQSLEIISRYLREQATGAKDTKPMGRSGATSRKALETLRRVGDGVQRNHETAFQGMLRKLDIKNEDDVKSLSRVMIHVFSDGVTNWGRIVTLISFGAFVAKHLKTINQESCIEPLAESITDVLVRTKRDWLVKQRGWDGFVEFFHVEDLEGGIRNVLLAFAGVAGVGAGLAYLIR
MEX-5 binding: C. elegans MEX-5 TCR-2 RNA binding activity; Q9XUB2; MEX-5/FITC-TCR2 RNA binding, fluorescence polarization; hits give low values; activity score (negative = inhibition of binding), % at 10 µM; actives 0.38% (n = 300,000); AID 1832;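 active = inhibition past about -25% in most replicates, and total fluorescence under double the plate's negative control median, limit read from the data; inconclusive = replicates evenly split on the limit, or fluorescence at least double controls; inactive = too little inhibition in most replicates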;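 also: 0% = DMSO and -100% = 5 µM competing unlabeled TCR2 RNA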
Target sequence (Q9XUB2 whole entry, looked up): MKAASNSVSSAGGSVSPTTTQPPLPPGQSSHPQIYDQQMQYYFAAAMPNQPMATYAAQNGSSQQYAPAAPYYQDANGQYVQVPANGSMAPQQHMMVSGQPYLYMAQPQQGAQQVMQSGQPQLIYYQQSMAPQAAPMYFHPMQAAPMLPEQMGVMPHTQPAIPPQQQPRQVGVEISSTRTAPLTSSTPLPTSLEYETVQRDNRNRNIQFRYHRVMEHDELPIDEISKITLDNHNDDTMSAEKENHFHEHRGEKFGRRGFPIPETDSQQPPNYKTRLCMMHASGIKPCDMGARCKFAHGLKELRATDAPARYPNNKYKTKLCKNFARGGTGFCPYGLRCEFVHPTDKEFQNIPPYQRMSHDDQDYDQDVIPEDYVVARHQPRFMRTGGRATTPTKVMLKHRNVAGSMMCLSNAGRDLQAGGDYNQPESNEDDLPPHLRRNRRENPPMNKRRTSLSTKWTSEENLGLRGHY
* hit, by the source's call.

How did NC(=O)Nn1c(CCC(=O)O)ccc1-c1ccc(Br)cc1 do in these assays?
TPT1 inhibitor: -4; GLD-1 TGE inh: 2; BCLXL inh: 13; GSTO1 inh: 3; PME-1 inh: -6; PAD4 inh: -3; Fam108B counter: 2; MCL1-BIM inh: 21; MEX-5 binding: -0.8

What do the screens show for `CC(C)c1ccc(OCc2nc(-c3ccccn3)no2)c(Br)c1`?
TPT1 inhibitor: -4; GLD-1 TGE inh: 2; BCLXL inh: -2; GSTO1 inh: -4; PME-1 inh: -8; PAD4 inh: 20*; Fam108B counter: -2; MCL1-BIM inh: 0; MEX-5 binding: 1.9

How did CCOC(=O)c1ccc(S(=O)(=O)N2CCN(c3ccccn3)CC2)cc1 do in these assays?
TPT1 inhibitor: -1; GLD-1 TGE inh: -1; BCLXL inh: 1; GSTO1 inh: 4; PME-1 inh: 3; PAD4 inh: -1; Fam108B counter: 0; MCL1-BIM inh: 6; MEX-5 binding: 1.6

Results for Cc1ccc(-c2csc(NC(=O)c3cccc(N4C(=O)CCC4=O)c3)n2)o1 ?
TPT1 inhibitor: -2; GLD-1 TGE inh: 1; BCLXL inh: -1; GSTO1 inh: 2; PME-1 inh: 9; PAD4 inh: 2; Fam108B counter: -1; MCL1-BIM inh: 1; MEX-5 binding: 0.9

Results for O=C(NC1CCCCCC1)C1CCN(S(=O)(=O)c2cccc3cccnc23)CC1 ?
TPT1 inhibitor: 1; GLD-1 TGE inh: 3; BCLXL inh: 2; GSTO1 inh: 6; PME-1 inh: 6; PAD4 inh: -2; Fam108B counter: -3; MCL1-BIM inh: 4; MEX-5 binding: -1.5

How did Cc1ccc(C)c(Cn2c(=O)c3c(nc4n3CCN4Cc3ccco3)n(C)c2=O)c1 do in these assays?
TPT1 inhibitor: 2; GLD-1 TGE inh: 7; BCLXL inh: 12; GSTO1 inh: 4; PME-1 inh: 8; PAD4 inh: 6; Fam108B counter: 2; MCL1-BIM inh: 4; MEX-5 binding: 2.2

How did CCc1cc(=O)oc2cc(C)cc(OCC(=O)NCc3ccccn3)c12 do in these assays?
TPT1 inhibitor: -3; GLD-1 TGE inh: 4; BCLXL inh: 5; GSTO1 inh: 7; PME-1 inh: 2; PAD4 inh: -1; Fam108B counter: 1; MCL1-BIM inh: 4; MEX-5 binding: 2.6

Results for O=C(c1ccccc1)N1N=C(C(F)(F)F)CC1(O)c1ccc(F)cc1 (stereo not drawn) ?
TPT1 inhibitor: -1; GLD-1 TGE inh: -1; BCLXL inh: 2; GSTO1 inh: 14; PME-1 inh: 8; PAD4 inh: 2; Fam108B counter: 0; MCL1-BIM inh: 0; MEX-5 binding: 0.9

How did COc1cccc(CN(C)C(=O)c2ccc3c(=O)n4c(nc3c2)CCC4)c1OC do in these assays?
TPT1 inhibitor: 0; GLD-1 TGE inh: 1; BCLXL inh: 5; GSTO1 inh: 2; PME-1 inh: 2; PAD4 inh: 4; Fam108B counter: -1; MCL1-BIM inh: 9; MEX-5 binding: -1.0

What do the screens show for `COc1ccccc1CN(CC(=O)NCc1ccco1)C(=O)CNS(=O)(=O)c1ccc(C)cc1`?
TPT1 inhibitor: -1; GLD-1 TGE inh: 7; BCLXL inh: 1; GSTO1 inh: 1; PME-1 inh: 6; PAD4 inh: -3; Fam108B counter: -3; MCL1-BIM inh: -4; MEX-5 binding: 1.3

How did Cc1noc(/C=C/c2ccco2)c1S(=O)(=O)N1CCC(C(=O)Nc2ccc(Cl)cn2)CC1 do in these assays?
TPT1 inhibitor: 3; GLD-1 TGE inh: -5; BCLXL inh: 0; GSTO1 inh: 3; PME-1 inh: -3; PAD4 inh: -5; Fam108B counter: -9; MCL1-BIM inh: -8; MEX-5 binding: 3.8

How did O=C(Nc1ccc(-c2noc(-c3cccs3)n2)cc1)c1cccnc1 do in these assays?
TPT1 inhibitor: 3; GLD-1 TGE inh: 0; BCLXL inh: 0; GSTO1 inh: -11; PME-1 inh: -36; PAD4 inh: -4; Fam108B counter: -20; MCL1-BIM inh: 4; MEX-5 binding: -3.2

What do the screens show for `COc1ccc(-c2coc3cc(OC)cc(O)c3c2=O)cc1`?
TPT1 inhibitor: -1; GLD-1 TGE inh: 1; BCLXL inh: 2; GSTO1 inh: -3; PME-1 inh: -4; PAD4 inh: -1; Fam108B counter: 0; MCL1-BIM inh: 5; MEX-5 binding: 1.9

Results for O=C(C1=CC=CN2CCS(=O)(=O)N=C12)N1CCN(c2cccc(Cl)c2)CC1 ?
GLD-1 TGE inh: 3; BCLXL inh: 5; PME-1 inh: -5; PAD4 inh: 4; MCL1-BIM inh: 4

Results for Cn1nnnc1SCC(=O)Nc1c(Cl)cccc1Cl ?
TPT1 inhibitor: -5; GLD-1 TGE inh: 2; BCLXL inh: 1; GSTO1 inh: 1; PME-1 inh: 0; PAD4 inh: 4; Fam108B counter: 1; MCL1-BIM inh: 6; MEX-5 binding: 1.7

What do the screens show for `COc1cccc(NC(=O)c2ccccc2)c1`?
TPT1 inhibitor: 2; GLD-1 TGE inh: 8; BCLXL inh: 5; GSTO1 inh: 4; PME-1 inh: -7; PAD4 inh: -4; Fam108B counter: 1; MCL1-BIM inh: -1

What do the screens show for `O=P(CCC(F)(F)F)(CCC(F)(F)F)CCC(F)(F)F`?
TPT1 inhibitor: -1; GLD-1 TGE inh: -2; BCLXL inh: 2; GSTO1 inh: -4; PME-1 inh: -4; PAD4 inh: 3; Fam108B counter: 2; MCL1-BIM inh: 6; MEX-5 binding: 2.3

Results for O=[N+]([O-])c1cc(/C=N/N2CCCCC2)ccc1Cl ?
TPT1 inhibitor: 1; GLD-1 TGE inh: 2; BCLXL inh: 6; GSTO1 inh: -1; PME-1 inh: -3; PAD4 inh: -3; Fam108B counter: 0; MCL1-BIM inh: 0; MEX-5 binding: -0.3

How did CC(C)c1c(C(=O)N/N=C/c2ccc(C(F)(F)F)cc2)nnn1-c1nonc1N do in these assays?
TPT1 inhibitor: -3; GLD-1 TGE inh: 11; BCLXL inh: -2; GSTO1 inh: -1; PME-1 inh: -10; PAD4 inh: 3; Fam108B counter: -12; MCL1-BIM inh: -1; MEX-5 binding: 3.7

How did Cc1ccc(CNC(=O)CN2C(=O)NC(C)(c3cccc(Br)c3)C2=O)cc1 (stereo not drawn) do in these assays?
TPT1 inhibitor: 1; GLD-1 TGE inh: -2; BCLXL inh: 0; GSTO1 inh: -4; PME-1 inh: 2; PAD4 inh: 1; Fam108B counter: 0; MCL1-BIM inh: -9; MEX-5 binding: 2.4

Results for COc1cccc(CC(NC(C)=O)C(=O)NC2CCN(c3c(Cc4ccccc4)c(C)nc4ncnn34)CC2)c1 (stereo not drawn) ?
TPT1 inhibitor: -2; GLD-1 TGE inh: -4; BCLXL inh: 1; GSTO1 inh: 3; PME-1 inh: 1; PAD4 inh: 2; Fam108B counter: 6; MCL1-BIM inh: 2; MEX-5 binding: 1.5

What do the screens show for `Cn1cc(C2=C(c3ccc(Cl)cc3Cl)C(=O)NC2=O)c2ccccc21`?
TPT1 inhibitor: 81*; GLD-1 TGE inh: -10; BCLXL inh: 60*; GSTO1 inh: -76; PME-1 inh: -73; PAD4 inh: -82; Fam108B counter: -143; MCL1-BIM inh: 24; MEX-5 binding: inconclusive

Results for Cc1cc(C)c(NC(=O)CCCn2c(=O)oc3ccccc32)c(C)c1 ?
GLD-1 TGE inh: 6; BCLXL inh: 3; PME-1 inh: -4; PAD4 inh: 0; MCL1-BIM inh: 0

Results for Cn1nc(C(=O)Nc2ccc(Cl)c(S(=O)(=O)N3CCOCC3)c2)c2ccccc2c1=O ?
GLD-1 TGE inh: 4; BCLXL inh: 2; PME-1 inh: 3; PAD4 inh: 1; MCL1-BIM inh: -11

Arranged by heavy-atom count (highest first): four of the compounds above
Results for Cc1cc(C)c(NC(=O)CCCn2c(=O)oc3ccccc32)c(C)c1 ?
GLD-1 TGE inh: 6; BCLXL inh: 3; PME-1 inh: -4; PAD4 inh: 0; MCL1-BIM inh: 0

What do the screens show for `COc1ccc(-c2coc3cc(OC)cc(O)c3c2=O)cc1`?
TPT1 inhibitor: -1; GLD-1 TGE inh: 1; BCLXL inh: 2; GSTO1 inh: -3; PME-1 inh: -4; PAD4 inh: -1; Fam108B counter: 0; MCL1-BIM inh: 5; MEX-5 binding: 1.9

Results for O=[N+]([O-])c1cc(/C=N/N2CCCCC2)ccc1Cl ?
TPT1 inhibitor: 1; GLD-1 TGE inh: 2; BCLXL inh: 6; GSTO1 inh: -1; PME-1 inh: -3; PAD4 inh: -3; Fam108B counter: 0; MCL1-BIM inh: 0; MEX-5 binding: -0.3

What do the screens show for `COc1cccc(NC(=O)c2ccccc2)c1`?
TPT1 inhibitor: 2; GLD-1 TGE inh: 8; BCLXL inh: 5; GSTO1 inh: 4; PME-1 inh: -7; PAD4 inh: -4; Fam108B counter: 1; MCL1-BIM inh: -1

Next section:
How did O=C(Nc1ccc2c(c1)OCO2)c1ccc(Cl)nc1 do in these assays?
TPT1 inhibitor: 0; GLD-1 TGE inh: 4; BCLXL inh: -7; GSTO1 inh: 1; PME-1 inh: 4; PAD4 inh: -2; Fam108B counter: 4; MCL1-BIM inh: -5; MEX-5 binding: -0.7

How did CC1(C)CC2(CCCN(CC(O)(c3ccccc3)c3ccccc3)C2)CCO1 (stereo not drawn) do in these assays?
TPT1 inhibitor: 0; GLD-1 TGE inh: 2; BCLXL inh: 5; GSTO1 inh: 4; PME-1 inh: 5; PAD4 inh: -1; Fam108B counter: -2; MCL1-BIM inh: 4; MEX-5 binding: 2.3

Results for Cc1ccc(C(c2nnnn2CC2CCCO2)N2CCN(C(=O)c3ccco3)CC2)cc1 (stereo not drawn) ?
TPT1 inhibitor: 0; GLD-1 TGE inh: -1; BCLXL inh: 10; GSTO1 inh: -1; PME-1 inh: 0; PAD4 inh: -1; Fam108B counter: 6; MCL1-BIM inh: 10; MEX-5 binding: -2.7

Results for O=C1/C(=C/c2cccs2)SC(=S)N1c1ccccc1 ?
TPT1 inhibitor: 2; GLD-1 TGE inh: -1; BCLXL inh: 0; GSTO1 inh: -5; PME-1 inh: -5; PAD4 inh: -2; Fam108B counter: -1; MCL1-BIM inh: 4; MEX-5 binding: -1.9

How did Cc1ccccc1S(=O)(=O)Nc1cccnc1 do in these assays?
TPT1 inhibitor: 0; GLD-1 TGE inh: 7; BCLXL inh: -1; GSTO1 inh: 1; PME-1 inh: -5; PAD4 inh: 2; Fam108B counter: -1; MCL1-BIM inh: 1; MEX-5 binding: -2.4

Results for Cn1cc(C=O)c2ccccc21 ?
TPT1 inhibitor: 2; GLD-1 TGE inh: 6; BCLXL inh: 5; GSTO1 inh: 3; PME-1 inh: -3; PAD4 inh: -2; Fam108B counter: -1; MCL1-BIM inh: 3; MEX-5 binding: 0.2

How did Cc1[nH]c2ccccc2c1C(=O)C(C)OC(=O)c1ccc([N+](=O)[O-])o1 (stereo not drawn) do in these assays?
TPT1 inhibitor: -1; GLD-1 TGE inh: 4; BCLXL inh: 2; GSTO1 inh: 15; PME-1 inh: 1; PAD4 inh: -17; Fam108B counter: 0; MCL1-BIM inh: 4; MEX-5 binding: -2.4

Some of the compounds tested, so the mix of outcomes need not match the whole.
